POLK inh: inhibitors of human DNA polymerase kappa | Q9UBT6 | purified Pol kappa, fluorescent DNA synthesis assay, 10 min | Potency, µM (doses to about 107 µM), without a hit: at the highest dose activity, negative = inhibition, usual class: inhibitors | hit rate 0.53% among 400,000; also: potency is read from the fitted curve at half-maximal effect; % is scaled to controls: 0 for no effect and ±100 for the full control effect
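First, compounds were pin-transferred onto 10 nM Pol kappa. After 15 min at room temperature, substrate was added to 50 nM final. Fluorescence was then measured kinetically at 0 and 10 min.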
APE1 inh: inhibitors of human APE1 endonuclease; hit rate 0.35% among 350,000; P27695; Potency, µM (doses to about 65.8 µM), inactives show at the top dose activity change, negative = inhibition, most hits filed as inhibitors; recombinant APE1, TAMRA/BHQ-2 abasic DNA cleavage fluorescence;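 also: potency is read from the fitted curve at half-maximal effect; plate controls were vehicle for no effect and reference inhibitor for full effect; nearly all actives have a fitted effect of over 55% in size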
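Substrate: short duplex with […] THF abasic site, 5'-TAMRA and 3'-BHQ-2, 50 nM final. APE1 at 0.75 nM, preincubated 15 min RT with compound. Fluorescence increase from first to third read measured activity.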
TRHR ag: activates the human TRH receptor. TRHR cells, calcium flux fluo-8, FDSS agonist mode. P34981. activation, % at 2 µM. hit rate 0.18% among 360,000; in the data active = activation above about 30%; also: 0% is about no effect
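TRHR-expressing cells, plated overnight in medium with 10% serum, were loaded with fluo-8 calcium dye at room temperature. After a 10 s baseline, library compound was pin-added and calcium release was recorded kinetically (ex 480/em 530) as agonist response.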
ALOX12 inh: ALOX12 (human) lipoxygenase inhibition. AID 1671190. Potency, µM (titrated, usually from 108 µM), for the others: top-dose activity change, negative = inhibition, usual class: inhibitors. purified 12hLO, xylenol orange hydroperoxide absorbance. hit rate 1.1% among 580,000. P18054; also: potency is read from the fitted curve at half-maximal effect; % is scaled to controls: 0 for no effect and ±100 for the full control effect
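Purified human 12hLO (150 nM final) in 25 mM Hepes, 0.01% Triton X-100, pH 7.0 was preincubated 15 min at room temperature with compound. Then 40 uM arachidonic acid was added, 30 min. Hydroperoxide was read by Fe-XO absorbance ratio 573/405 nm.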
Pol beta inh: inhibitors of human DNA polymerase beta | Potency, µM (series often up to 114 µM), for the others: at the highest dose activity change, negative = inhibition, hits mostly inhibitors | hit rate 1.3% among 340,000 | P06746 | Pol beta primer extension/strand displacement, fluorescence kinetic; also: potency is read from the fitted curve at half-maximal effect; % is scaled to controls: 0 for no effect and ±100 for the full control effect
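Homogeneous kinetic assay of primer extension and strand displacement by 10 nM Pol beta, preincubated 15 min at room temperature with compound before 50 nM substrate (final) was added. Read at 0 and 10 min; four-parameter Hill fit.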
ERG-DNA inh: ERG Ets/DNA interaction inhibition; hit rate 0.028% among 370,000; fluorescence polarization, His-ERG Ets domain / labelled DNA; Potency, µM (top dose mostly 76.9 µM), without a hit: at the top dose FP activity, negative = inhibition, usual class: inhibitors; AID 624246; P11308; active = well fitted inhibition curve with a large enough effect in the polarisation, with a control signal flat; inconclusive = small, poorly fitted or top-dose-only effect, or effect the other way, or a change in a side signal; inactive = no such curve, though single readings can be large or run the other way; the % refers to the polarisation;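 also: polarization taken with two DNA probes labelled with fluorescein and Texas red; potency is read from the fitted curve at half-maximal effect; % of control where 0% means no effect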
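His-tagged ERG Ets domain (1 uM in the protein solution; 300mM KCl, 50mM Tris-HCl, 1mM EDTA, 1mM DTT, pH 7.5) received compound, then a probe mix of 5 nM fluorescein-DNA and 100nM Texas-615-DNA. Fluorescence polarization was read for both dyes.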
Anesthetic bind: candidate novel general anesthetic via apoferritin binding | P02791 | apoferritin/1-aminoanthracene competitive binding, fluorescence | Potency, µM (series often up to 77.5 µM), for inactives: top-dose activity change, negative = displacement, usual class: inhibitors | hit rate 0.074% among 350,000 | AID 485281; also: potency is read from the fitted curve at half-maximal effect; % is scaled to controls: 0 for no effect and ±100 for the full control effect; nearly all actives have a fitted effect of over 20% in size
Target sequence (P02791 2-175 limits assumed): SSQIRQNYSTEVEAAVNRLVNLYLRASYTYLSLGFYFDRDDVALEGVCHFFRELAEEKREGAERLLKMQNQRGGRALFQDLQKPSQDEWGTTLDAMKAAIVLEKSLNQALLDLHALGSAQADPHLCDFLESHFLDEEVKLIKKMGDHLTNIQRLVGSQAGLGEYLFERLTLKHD
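Horse-spleen apoferritin (10 uM) in 50% saturated 1-aminoanthracene in PBS was incubated 10 min at room temperature with compound. Fluorescence (ex 380, em 535 nm) was normalized to free and bound 1-AMA, with concentration-response fitted by a four-parameter Hill equation.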
BLM helicase inh: inhibitors of human Bloom syndrome helicase BLM; AID 2528; Potency, µM (titrated, usually from 56.1 µM), for inactives: top-dose activity change, negative = inhibition, usual class: inhibitors; hit rate 0.2% among 350,000; P54132; recombinant BLM DNA unwinding, fluorescence dequenching;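 also: potency is read from the fitted curve at half-maximal effect; plate controls were vehicle for no effect and no enzyme for full effect; nearly all actives have a fitted effect of over 35% in size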
Pol iota inh: inhibitors of human DNA polymerase iota. Q9UNA4. Pol iota fluorescent replication assay, 10 min. Potency, µM (series often up to 115 µM), for the others: at the highest dose activity, negative = inhibition, actives largely listed as inhibitors. hit rate 1% among 390,000; also: potency is read from the fitted curve at half-maximal effect
Target sequence (Q9UNA4 whole entry, looked up): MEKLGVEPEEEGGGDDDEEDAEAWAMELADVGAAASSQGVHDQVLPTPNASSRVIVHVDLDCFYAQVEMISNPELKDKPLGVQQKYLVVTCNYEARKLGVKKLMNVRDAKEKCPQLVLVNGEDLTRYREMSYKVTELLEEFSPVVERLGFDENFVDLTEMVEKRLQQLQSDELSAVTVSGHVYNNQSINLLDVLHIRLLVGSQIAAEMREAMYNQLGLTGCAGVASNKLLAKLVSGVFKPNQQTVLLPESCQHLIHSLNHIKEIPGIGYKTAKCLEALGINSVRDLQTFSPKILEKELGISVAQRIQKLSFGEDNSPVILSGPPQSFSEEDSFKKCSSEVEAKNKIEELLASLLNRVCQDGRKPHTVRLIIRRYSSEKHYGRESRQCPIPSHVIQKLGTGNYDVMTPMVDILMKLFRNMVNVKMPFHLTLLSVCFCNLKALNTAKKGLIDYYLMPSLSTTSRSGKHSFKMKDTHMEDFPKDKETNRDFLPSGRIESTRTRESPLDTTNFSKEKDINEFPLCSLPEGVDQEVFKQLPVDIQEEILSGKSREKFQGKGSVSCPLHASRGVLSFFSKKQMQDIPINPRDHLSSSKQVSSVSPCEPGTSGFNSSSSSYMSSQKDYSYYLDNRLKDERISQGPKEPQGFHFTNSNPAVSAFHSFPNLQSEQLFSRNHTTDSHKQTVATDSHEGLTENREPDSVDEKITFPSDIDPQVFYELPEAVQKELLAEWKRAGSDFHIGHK
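Pol iota at 10 nM preincubated 15 min with compounds at room temperature; reaction started with fluorescent substrate, 50 nM final. Fluorescence read kinetically at 0 and 10 min; buffer-only wells as negative control.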
Starred values were filed as active, the others as inactive; [ ] = dose if it differs, or a comment. Unless noted, calls follow the shape of the dose curve; as a rule, active = well fitted curve in the direction sought with a large enough effect; inconclusive = small, poorly fitted or top-dose-only effect, or another doubt; inactive = no such curve, though single readings can be large; an effect the other way counts as inactive or inconclusive.

Cc1cc(C)c(Cn2c3ccccc3c3cnn(CC(=O)NCCN4CCOCC4)c(=O)c32)c(C)c1 was read as POLK inh -26%, APE1 inh 26%, TRHR ag 0.2, ALOX12 inh -16%, Pol beta inh -10%, ERG-DNA inh -12%, Anesthetic bind -10%, BLM helicase inh -1% and Pol iota inh 22%.
N=C1C(c2nc3ccccc3[nH]2)=C(O)CN1NC(=O)COc1cccc(F)c1 was read as APE1 inh -3%, TRHR ag 0.1, Pol beta inh 11%, Anesthetic bind 1% and BLM helicase inh 1%.
Screening O=C(c1cnccn1)N(Cc1ccco1)C1(C(=O)NC2CCCCC2)CCCCC1 returned POLK inh 1%, APE1 inh -1%, TRHR ag 0.6, ALOX12 inh 1%, Pol beta inh 10%, ERG-DNA inh -7%, Anesthetic bind -9%, BLM helicase inh 1% and Pol iota inh -7%.
For CC(C(=O)NCc1ccccc1)N1CCN(c2ccc(F)cc2)CC1 (stereo not given) the results were POLK inh -7%, APE1 inh 18%, TRHR ag -0.6, ALOX12 inh 19%, Pol beta inh -1%, ERG-DNA inh -11%, Anesthetic bind 1%, BLM helicase inh -3% and Pol iota inh 42%[activator].
Screening C=CCn1c(-c2ccccc2OCC)n[nH]c1=S returned POLK inh -12%, APE1 inh -7%, TRHR ag -0.8, ALOX12 inh -22%, Pol beta inh 35%, ERG-DNA inh 10%, Anesthetic bind -6%, BLM helicase inh -5% and Pol iota inh 157%[activator].
Screening CCCCC(=O)Nc1ccc(C)c(S(=O)(=O)N2CCCCCC2)c1 returned POLK inh -19%, APE1 inh 8%, TRHR ag 0.3, ALOX12 inh 465%[activator], ERG-DNA inh 14% and Pol iota inh 6%.
Screening O=C(NCc1ccc(F)cc1)c1cc(-c2ccco2)on1 returned POLK inh 4%, APE1 inh 0%, TRHR ag 0.3, ALOX12 inh 0%, Pol beta inh -20%, ERG-DNA inh 0%, Anesthetic bind 0%, BLM helicase inh -4% and Pol iota inh -10%[58.9 µM].
Screening CCOc1ccc(N(CC(=O)NCc2ccc(F)cc2)C(=O)c2snc(C(N)=O)c2N)cc1 returned POLK inh 4%, APE1 inh 19%, TRHR ag -0.5, ALOX12 inh -1%, Pol beta inh 10%, ERG-DNA inh 5%, Anesthetic bind 9%, BLM helicase inh -4% and Pol iota inh 108%[activator].
`COc1ccc2nc3oc(C(=O)NCc4ccccc4OC)cc3cc2c1` gave POLK inh 5%, TRHR ag -0.9, ALOX12 inh -23%, Pol beta inh 1%, ERG-DNA inh -19%, Anesthetic bind -5%, BLM helicase inh -7% and Pol iota inh -2%.
Screening CSc1ccc(NC(=O)Nc2cc(C)ccn2)cc1 returned POLK inh -1%, APE1 inh -4%, TRHR ag 1.6, ALOX12 inh -19%, Pol beta inh -1%, ERG-DNA inh 11%, Anesthetic bind -8%, BLM helicase inh -6% and Pol iota inh 146%[activator].
For O=C(Nc1ccc(OC(F)(F)F)cc1)C(NS(=O)(=O)c1cccc2nsnc12)c1ccccc1 (stereo not given) the results were POLK inh 0%, TRHR ag 0.7, ALOX12 inh -28%, Pol beta inh 26%, ERG-DNA inh -1%, Anesthetic bind -20%, BLM helicase inh -13% and Pol iota inh inconclusive.
For CC(C)n1c(-c2ccccc2F)n[nH]c1=S the results were POLK inh -18%, APE1 inh 15%, TRHR ag 0.6, ALOX12 inh inconclusive, Pol beta inh 26%, ERG-DNA inh -3%, Anesthetic bind -15%, BLM helicase inh 0% and Pol iota inh 15%.
`CC(=O)N1CCc2c(sc3c2c(=O)n(CCc2ccccc2)c(=O)n3CC(=O)Nc2ccc(C)c(F)c2)C1` gave POLK inh 1%, TRHR ag 0.7, ALOX12 inh -8%, Pol beta inh 6%, ERG-DNA inh 1%, Anesthetic bind 5%, BLM helicase inh -12% and Pol iota inh -14%.
CN(CC(=O)Nc1ccccc1C(F)(F)F)C(=O)Cc1ccccc1F was read as POLK inh -1%, APE1 inh 25%, TRHR ag 0.4, ALOX12 inh -19%, Pol beta inh 26%, ERG-DNA inh 10%, Anesthetic bind -8%, BLM helicase inh -4% and Pol iota inh -14%.
Screening CC(NC(=O)c1ccc2ccccc2n1)c1ccccc1 (stereo not given) returned POLK inh -1%, APE1 inh -2%, TRHR ag -0.1, ALOX12 inh 0%, Pol beta inh 32%, ERG-DNA inh 0%, Anesthetic bind -22%, BLM helicase inh -4% and Pol iota inh 20%.
Screening CN1CCN(CCCc2c3c(cc4c2CCC4)CCC3)CC1 returned POLK inh -1%, APE1 inh -1%, TRHR ag -0.5, ALOX12 inh -11%, Pol beta inh 26%, ERG-DNA inh -5%, Anesthetic bind -4%, BLM helicase inh -10% and Pol iota inh 25%.
`Cc1cc2oc(C(=O)NC3CCS(=O)(=O)C3)c(C)c2cc1C` (stereo not given) gave POLK inh -8%, APE1 inh -1%, TRHR ag -0.6, ALOX12 inh 144%[activator], Pol beta inh -18%, ERG-DNA inh -8%, Anesthetic bind -4%, BLM helicase inh 4% and Pol iota inh -2%.
`COc1ccc(C(=O)NC(=S)NNC(=O)c2ccc(C)cc2)cc1` gave POLK inh -5%, ALOX12 inh inconclusive, ERG-DNA inh -8% and Pol iota inh 90%[activator].
`O=C1CCCC2=C1C(c1cccc(O)c1)C1=C(N2)c2ccccc2C1=O` (stereo not given) gave POLK inh 1%, APE1 inh -1%, TRHR ag -0.9, ALOX12 inh -12%, Pol beta inh -1%, ERG-DNA inh -15%, Anesthetic bind -6%, BLM helicase inh -5% and Pol iota inh 3%.
Screening CN(C)CCCNc1nc(N)c([N+](=O)[O-])c(NCCO)n1 returned POLK inh 9%, APE1 inh 0%, TRHR ag 0.8, ALOX12 inh 0%, Pol beta inh 12%, ERG-DNA inh 7%, Anesthetic bind -10%, BLM helicase inh -8% and Pol iota inh 30%[activator].
Screening CCN(CC(=O)NC(c1ccccc1)c1ccccc1)Cc1nc2ccccc2c(=O)[nH]1 returned POLK inh -16%, APE1 inh -7%, TRHR ag -1.8, ALOX12 inh 435%[activator], Pol beta inh 1%, ERG-DNA inh -2%, Anesthetic bind inconclusive, BLM helicase inh -5% and Pol iota inh -9%.
`O=C(c1ccccc1)N1CCCC(C(=O)N2CCc3ccccc3C2)C1` (stereo not given) gave POLK inh 1%, APE1 inh 5%, TRHR ag 0.0, ALOX12 inh -19%, Pol beta inh -1%, ERG-DNA inh -3%, Anesthetic bind -4%, BLM helicase inh -1% and Pol iota inh 13%.
Screening Cc1ccoc1C(=O)Nc1cccc(Oc2ccccc2)c1 returned POLK inh -17%, APE1 inh -10%, TRHR ag -0.6, ALOX12 inh 0%, Pol beta inh -2%, ERG-DNA inh 8%, Anesthetic bind -22%, BLM helicase inh -14% and Pol iota inh -16%.
For CN(C)C(=O)CNc1n[nH]c(=S)[nH]c1=O the results were POLK inh -8%, APE1 inh 13%, TRHR ag 0.1, ALOX12 inh -1%, Pol beta inh 1%, ERG-DNA inh -8%, Anesthetic bind 3%, BLM helicase inh 2% and Pol iota inh -1%.
Cc1ccc(Cl)cc1S(=O)(=O)N1CCC(C(=O)NC2CCN(Cc3ccccc3)CC2)CC1 was read as POLK inh -9%, APE1 inh 4%, TRHR ag 1.5, ALOX12 inh inconclusive, Pol beta inh 46%, ERG-DNA inh -2%, Anesthetic bind 0%, BLM helicase inh 1% and Pol iota inh -11%.
`O=C(Cc1cc(=O)[nH]c(=O)[nH]1)NCc1ccc(Cl)cc1` gave POLK inh 0%, APE1 inh 1%, TRHR ag 0.7, ALOX12 inh 2%, Pol beta inh -1%, ERG-DNA inh 14%, Anesthetic bind 5%, BLM helicase inh 6% and Pol iota inh 12%.
Screening CCOc1ccc(NC(=O)Cn2nc(CC)n3c(cc4sccc43)c2=O)cc1 returned POLK inh 16%, TRHR ag -0.5, ALOX12 inh 2%, Pol beta inh 33%, ERG-DNA inh -1%, Anesthetic bind 1%, BLM helicase inh -2% and Pol iota inh 2%.
Screening C=CCn1c(N2CCCCCC2)nc2c1c(=O)[nH]c(=O)n2C returned POLK inh -3%, APE1 inh -6%, TRHR ag -0.7, ALOX12 inh -13%, Pol beta inh -1%, Anesthetic bind -2%, BLM helicase inh -4% and Pol iota inh 8%.
Screening CNS(=O)(=O)c1cc(-c2nnc(Nc3ccc(NC(C)=O)cc3)c3ccccc23)ccc1C returned POLK inh -10%, APE1 inh -14%, TRHR ag 0.4, ALOX12 inh 3%, Pol beta inh 11%, ERG-DNA inh -7%, Anesthetic bind -6%, BLM helicase inh -9% and Pol iota inh 90%[activator].
CCCCN(C(=O)CSc1n[nH]c(-c2ccc(C)cc2)n1)c1c(N)n(CCCC)c(=O)[nH]c1=O was read as POLK inh -15%, APE1 inh 3%, TRHR ag -0.6, ALOX12 inh -10%, ERG-DNA inh 0% and Pol iota inh 12%.
COc1cc(OC)c(NC(=O)N2CCOc3ccc(C)cc32)cc1Cl was read as POLK inh -20%, TRHR ag 0.2, ALOX12 inh -14%, Pol beta inh -20%, ERG-DNA inh -2%, Anesthetic bind 5%, BLM helicase inh -3% and Pol iota inh -18%.
O=C(NCc1ccco1)/C(=C\c1ccco1)NC(=O)c1ccccc1Cl was read as POLK inh -11%, APE1 inh 11%, TRHR ag -1.1, ALOX12 inh -15%, Pol beta inh 33%, ERG-DNA inh 8%, Anesthetic bind -12%, BLM helicase inh -5% and Pol iota inh 49%[activator].

As a working copy, 2 of the compounds above:
`O=C(c1ccccc1)N1CCCC(C(=O)N2CCc3ccccc3C2)C1` (stereo not given) gave POLK inh 1%, APE1 inh 5%, TRHR ag 0.0, ALOX12 inh -19%, Pol beta inh -1%, ERG-DNA inh -3%, Anesthetic bind -4%, BLM helicase inh -1% and Pol iota inh 13%.
Screening Cc1ccoc1C(=O)Nc1cccc(Oc2ccccc2)c1 returned POLK inh -17%, APE1 inh -10%, TRHR ag -0.6, ALOX12 inh 0%, Pol beta inh -2%, ERG-DNA inh 8%, Anesthetic bind -22%, BLM helicase inh -14% and Pol iota inh -16%.

Not all compounds are listed (hit frequency here may not be typical).
